MBNL1-CUG inh: blocks human MBNL1 binding to CUG repeat RNA. TR-FRET MBNL1-His/biotin-(CUG)12 binding, 665/545 ratio. AID 2675. Potency, µM (highest dose often 57.5 µM), for the others: at the highest dose activity change, negative = inhibition, actives largely listed as inhibitors. 0.036% of 280,000 active; active means well fitted inhibition curve with a large enough effect in the signal ratio, with a control signal flat, not every such curve was filed as active; inconclusive means small, poorly fitted or top-dose-only effect, or effect the other way, or a change in a side signal; inactive means no such curve, though single readings can be large or run the other way; the % refers to the signal ratio; further: potency means the concentration at half of the fitted maximal effect; on the % scale 0 is the no-effect control and ±100 the full control effect
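TR-FRET between His-tagged MBNL1 and biotin-(CUG)12 RNA, detected with Tb anti-His antibody (0.055 ng/ul) and streptavidin-XL665 (5 nM), 60 min at room temperature. Compounds titrated 92 nM to 58 uM; 665/545 nm ratio normalized to buffer and complex controls.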
BCR signal inh: inhibitors of chronic active B-cell receptor signaling | ABC-DLBCL IkBa-CBG/CBR reporter, luminescence ratio, 4 h | Potency, µM (doses to about 46.1 µM), for inactives: at the highest dose ratio change, negative = lower green/red ratio, actives largely listed as inhibitors | 0.05% of 340,000 active | AID 493014; active means well fitted inhibition curve with a large enough effect in the signal ratio, with a control signal flat, not every such curve was filed as active; inconclusive means small, poorly fitted or top-dose-only effect, or effect the other way, or a change in a side signal; the % refers to the signal ratio;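 further: potency means the concentration at half of the fitted maximal effect; plate controls were basal doxycycline-induced cells for no effect and cells given 10 µM MG132 for full effect; MG132 reads +100%, hits lower the ratio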
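Doxycycline induced both beetle luciferases in TMD8 lymphoma cells; IKK-driven degradation limits the IkappaBalpha-fused green signal, while red luminescence normalises for cell number and nonspecific effects. Compounds tested up to 46 uM, 4 hrs.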
PKM2 activator: PKM2 (human) enzyme activation. P14618. purified PKM2, Kinase-Glo ATP luminescence, activation; response scale: 0% is enzyme alone, no compound. Potency, µM (doses to about 57.5 µM), for inactives: at the highest dose activation, usual class: activators. 0.34% of 260,000 active. AID 1631; further: potency means the concentration at half of the fitted maximal effect; on the % scale 0 is the no-effect control and ±100 the full control effect; nearly all actives have a fitted effect of over 55% in size
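ATP formation by purified human PK-M2, quantified via coupled luciferase luminescence after 1 h at room temperature with 0.1 mM ADP and 0.5 mM PEP final.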
KCNH2 WT inh: inhibitors of human wildtype KCNH2 potassium channel | Q12809 | U2OS, BacMam KCNH2, thallium flux FluxOr; stronger effect = lower value | activity change, % at 1.84 µM | 0.37% of 340,000 active | AID 720551;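 active means maximum activity change below -70%; inconclusive means maximum activity change between -70% and -50%; inactive means maximum activity change above -50%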; further: on the % scale 0 is the no-effect control and ±100 the full control effect
Target sequence (Q12809 whole entry, looked up): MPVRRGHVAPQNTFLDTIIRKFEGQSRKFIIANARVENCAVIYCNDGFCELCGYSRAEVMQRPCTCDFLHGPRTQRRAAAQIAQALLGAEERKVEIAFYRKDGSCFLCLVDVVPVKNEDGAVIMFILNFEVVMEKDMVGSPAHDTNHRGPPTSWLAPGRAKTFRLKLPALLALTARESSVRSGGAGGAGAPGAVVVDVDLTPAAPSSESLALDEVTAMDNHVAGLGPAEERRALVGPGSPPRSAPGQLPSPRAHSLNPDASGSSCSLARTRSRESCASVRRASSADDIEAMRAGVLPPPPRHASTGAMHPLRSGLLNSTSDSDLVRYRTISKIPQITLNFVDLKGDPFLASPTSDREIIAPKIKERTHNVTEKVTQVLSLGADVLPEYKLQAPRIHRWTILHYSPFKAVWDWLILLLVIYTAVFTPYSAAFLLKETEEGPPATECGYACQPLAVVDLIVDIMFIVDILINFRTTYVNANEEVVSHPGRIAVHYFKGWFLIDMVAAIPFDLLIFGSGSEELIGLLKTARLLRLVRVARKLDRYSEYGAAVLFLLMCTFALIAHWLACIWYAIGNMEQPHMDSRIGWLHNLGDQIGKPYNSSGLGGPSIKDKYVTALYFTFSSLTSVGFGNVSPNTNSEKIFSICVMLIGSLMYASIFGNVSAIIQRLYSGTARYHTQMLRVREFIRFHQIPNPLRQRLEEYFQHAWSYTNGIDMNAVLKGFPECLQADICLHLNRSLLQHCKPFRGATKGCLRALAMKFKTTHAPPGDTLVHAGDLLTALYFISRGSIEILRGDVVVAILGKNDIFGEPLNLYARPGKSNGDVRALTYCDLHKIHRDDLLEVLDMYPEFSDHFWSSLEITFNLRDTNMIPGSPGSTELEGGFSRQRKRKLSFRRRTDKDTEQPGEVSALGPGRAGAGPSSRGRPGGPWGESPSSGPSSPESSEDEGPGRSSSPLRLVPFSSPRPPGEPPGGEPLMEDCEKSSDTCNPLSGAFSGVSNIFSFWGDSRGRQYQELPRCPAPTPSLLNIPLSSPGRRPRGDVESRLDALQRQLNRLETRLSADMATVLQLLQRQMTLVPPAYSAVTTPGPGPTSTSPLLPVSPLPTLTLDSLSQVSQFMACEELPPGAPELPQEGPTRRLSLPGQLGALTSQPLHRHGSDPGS
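U2OS cells were transduced with wild-type KCNH2 virus (2.03 x 10^8 / mL) for 4 h at room temperature, then cultured overnight at 37 C. Thallium flux was read with FluxOr dye. Rate constants were normalized to DMSO controls.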
Menin-MLL TR inh: displaces Texas Red mutant MLL peptide from human menin. O00255. AID 1768. Menin + Texas Red MLL mutant peptide, fluorescence polarization. Potency, µM (series often up to 61.6 µM), for the others: top-dose FP activity change, negative = inhibition, usual class: inhibitors. 0.23% of 270,000 active; active means well fitted inhibition curve with a large enough effect in the polarisation, with a control signal flat, not every such curve was filed as active; inconclusive means small, poorly fitted or top-dose-only effect, or effect the other way, or a change in a side signal; inactive means no such curve, though single readings can be large or run the other way; the % refers to the polarisation; further: potency means the concentration at half of the fitted maximal effect; % of control where 0% means no effect; many of its hits are not listed in these tables
Eya2 phos inh: blocks the phosphatase activity of human Eya2 | 0.006% of 330,000 active | recombinant Eya2, OMFP fluorescence dephosphorylation (OMFP is methylfluorescein phosphate) | Potency, µM (highest dose often 76.9 µM), for the others: at the top dose activity, negative = inhibition, most hits filed as inhibitors; further: potency means the concentration at half of the fitted maximal effect; on the % scale 0 is the no-effect control and ±100 the full control effect
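Eya2 (0.2 uM) preincubated 10 min at ambient with compound, then OMFP substrate added at 50 uM; 10 min reaction in 50 mM HEPES pH 7.5, 50 mM NaCl, 5 uM MgCl2, 0.05% BSA, 1 mM DTT. Fluorescence read at Ex 485/Em 525 nm.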
Mito fusion act: inhibitors of mitochondrial division or activators of mitochondrial fusion; S. cerevisiae fusion-defective mutant growth rescue, CellTiterGlo 48 h; Potency, µM (highest dose often 46.1 µM), inactives show at the top dose growth rescue (activation), usual class: activators; 0.23% of 320,000 active;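 further: potency means the concentration at half of the fitted maximal effect; % of control where 0% means no effect; nearly all actives have a fitted effect of over 45% in size; temperature-sensitive fusion mutants such as fzo1-1 at 37 °C on non-fermentable ethanol glycerol medium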
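Luminescent cell viability in 1536-well qHTS format served as the measure of rescued growth in ts fusion-mutant S. cerevisiae cultured on non-fermentable YPEG for 48 hours at 37C.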
TSHR antag: blocks TSH signaling through the human TSH receptor; activity change, negative = inhibition, % at 11.5 µM; 0.2% of 330,000 active; TSHR-expressing cells, TSH-stimulated cAMP HTRF, 2 h; stronger effect = lower value; AID 504810; P16473;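 active means activity change below a set negative limit, meaning inhibition stronger than a set level, cut at about -70% in these data; inconclusive means activity change between two set negative limits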; further: on the % scale 0 is the no-effect control and ±100 the full control effect
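TSHR-expressing cells, 200/well, pre-treated with compound, then stimulated with EC80 TSH (4nM final) for 2 hours at 37 deg C. cAMP measured by competitive HTRF: anti-cAMP cryptate antibody in lysis buffer plus cAMP-d2, read after 30 minutes at room temperature.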
S-ASM inh: blocks human secretory acid sphingomyelinase; P17405; placental ASM, HMU-PC fluorogenic substrate, 60 min; Potency, µM (series often up to 57.5 µM), inactives show at the highest dose activity change, negative = inhibition, most hits filed as inhibitors; 0.006% of 340,000 active; AID 504937; further: potency means the concentration at half of the fitted maximal effect
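qHTS format. ASM enzyme prepared from human placenta hydrolyses the fluorogenic substrate HMU-PC0 (9 uM final) over 60 min at 37 °C after a 10 min compound preincubation.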
USP2a block: USP2a (human) protease inhibition; O75604; USP2 core, Ub-CHOP2 coupled fluorogenic reporter, 485/531; Potency, µM (titrated, usually from 38.3 µM), without a hit: top-dose activity change, negative = inhibition, most hits filed as inhibitors; 0.01% of 330,000 active; AID 463254;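 further: potency means the concentration at half of the fitted maximal effect; plate controls were DMSO wells for no effect and full inhibition by NEM control for full effect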
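Cell-free coupled assay: 10nM USP2 core preincubated 30min RT with compound in Tris-HCl pH 8.0/CaCl2/CHAPS buffer, then 25nM Ub-CHOP2 and 25nM reporter substrate; fluorescence (Ex 485/Em 531) read after 60min RT, normalized to NEM inhibition, concentration-response curves fitted.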
GALK inh: blocks human galactokinase activity | P51570 | Purified GALK, Kinase-Glo residual ATP luminescence | Potency, µM (highest dose often 57.5 µM), for the others: at the top dose activity change, negative = inhibition, hits mostly inhibitors | 0.007% of 270,000 active; further: potency means the concentration at half of the fitted maximal effect; on the % scale 0 is the no-effect control and ±100 the full control effect
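Human GALK (5 nM) with 35 uM ATP and 100 uM galactose in 20 mM HEPES pH 8.0, 5 mM MgCl2, 60 mM NaCl, 1 mM DTT, 0.01% BSA. After 1 h at room temperature, leftover ATP was read by Kinase-Glo Plus luminescence.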
An asterisk follows results filed as active; ? = inconclusive; . = no result given; [ ] = dose if it differs, or a comment. Unless noted, the call rests on the fitted dose curve; in most records, active means well fitted curve in the direction sought with a large enough effect; inconclusive means small, poorly fitted or top-dose-only effect, or another doubt; inactive means no such curve, though single readings can be large; an effect the other way counts as inactive or inconclusive. Some of the compounds tested; count on the stated rates, not on these rows.

SMILES	MBNL1-CUG inh	BCR signal inh	PKM2 activator	KCNH2 WT inh	Menin-MLL TR inh	Eya2 phos inh	Mito fusion act	TSHR antag	S-ASM inh	USP2a block	GALK inh
COc1ccc(C)cc1S(=O)(=O)N1CCCCCC1	1%	-11%	2%	-9	.	-24%	-7%	2	3%	0%	0%
COc1ccccc1C(=O)Nc1ccccc1C(=O)NC1CCCCC1	5%	0%	5%	1	.	9%	-2%	2	-2%	0%	-5%
COc1cc(C(=O)Nc2ccc(Br)cc2C(=O)c2cc(OC)c(OC)c(OC)c2)cc(OC)c1OC	-1%	?	-11%	-2	0%	-4%	-2%	4	-1%	3%	-1%
NS(=O)(=O)c1ccc(CCNC(=O)COC(=O)c2ccc([N+](=O)[O-])o2)cc1	.	2%	.	-5	.	-2%	.	-5	3%	1%	.
Clc1ccc(CNc2ncccn2)cc1	-4%	1%	.	5	1%	-29%	-9%	-2	-3%	9%	-3%
COc1ccc2nc(/N=C/c3c(C)[nH]n(-c4ccc(C)cc4C)c3=O)sc2c1	-1%	-1%	-8%	-6	-8%	-3%	0%	-1	0%	3%	2%
COC(=O)c1ccc(OC)cc1OCC(=O)N1CCN(c2ccc(F)cc2)CC1	-2%	4%	0%	1	?	-3%	1%	-8	-1%	0%	-1%
CCOC(=O)c1ccc(CNC(=O)CSc2nnnn2-c2ccc(Cl)cc2)o1	-1%	?	3%	3	5%	-1%	3%	-3	0%	5%	0%
O=C(Nc1ccc2c(c1)OCO2)c1cccs1	-4%	.	-57%	0	?	.	1%	.	0%	.	3%
CCOC(=O)N1CCC(NC(=O)c2ccc3c(c2)N(C)CCS3)CC1	-2%	2%	-20%	50	-8%	-14%	9%	9	392%[activator]	-4%	0%
CCCC(=O)Nc1ccc(C(=O)NNC(=S)NC(=O)c2ccc(Br)o2)cc1	-1%	3%	-32%	7	?	2%	0%	-1	-1%	0%	-3%
Cc1ccc(SC(C)C(=O)N2CCC(C(N)=O)CC2)cc1 (stereo unspecified)	-4%	1%	-4%	9	16%	5%	1%	11	-2%	0%	12%
Cc1nc2ccc([N+](=O)[O-])cc2c(=O)n1Cc1ccc([N+](=O)[O-])cc1	?	6%	-3%	6	?	-9%	6%	-11	-7%	-3%	3%
COc1ccccc1NCC(=O)N1CCN(S(=O)(=O)c2ccccc2)CC1	.	?	.	5	.	?	1%	1	1%	3%	.
CCCCN(C(=O)CSc1nnnn1-c1ccccc1OC)C1CCS(=O)(=O)C1 (stereo unspecified)	.	16%	.	-11	.	14%	7%	24	4%	0%	.
O=C(c1ccc(CS(=O)(=O)c2ccc(Br)cc2)o1)N1CCCCCC1	5%	14%	5%	-2	-8%	-9%	1%	1	1%	1%	2%
Cc1ccc(CN2CCNC(=O)C2CC(=O)NCCCn2cccn2)o1 (stereo unspecified)	3%	-14%	-5%	-7	-6%	?	-2%	14	4%	2%	7%
Oc1oc(-c2ccccc2)nc1/C=N/c1nccs1	?	?	-21%	33	3%	3%	-1%	24	-2%	0%	-2%
CC(C)c1ccc(N=C2N=C(N)c3ccccc32)cc1	.	?	-6%	-3	.	5%	-15%	-2	-7%	0%	-1%
Cc1[nH]nc(-c2ccc(OCc3cnn(-c4ccccc4)c3)c(C)c2O)c1Oc1ccccc1	0%	?	3%	-16	.	12%	0%	6	5%	1%	0%
COc1ccc(OC)c(NC(=S)N2CCN(c3ccccn3)CC2)c1	-6%	-2%	1%	-13	5%	20%	-4%	3	3%	2%	0%
COc1ccc(CNC(=O)/C=C/C(=O)O)cc1	.	4%	-1%	9	.	-1%	0%	-3	-3%	-2%	8%
Cc1cccc(NS(=O)(=O)c2cc(C(=O)N3CCOCC3)ccc2Cl)c1	-11%	?	-1%	14	-8%	12%	2%	7	-1%	2%	-1%
CCC(CO)Oc1cc(NC(=O)c2ccc(C)cc2)c2ncn(C(C)C)c2c1 (stereo unspecified)	.	-2%	.	20	.	-25%	1%	-7	-2%	-1%	.
Cc1cc(NC(=O)CCSc2nc(-c3ccco3)cc(C(F)(F)F)n2)n(-c2ccccc2)n1	6%	?	7%	-4	10%	-4%	-3%	8	-10%	-13%	0%
COc1ccc(C(=O)Nc2cc(OC)cc3cccnc23)cc1	10%	?	.	-2	-8%	-9%	3%	-17	-8%	-7%	-2%
COc1ccccc1S(=O)(=O)n1cc(Cc2ccccc2)c(N)n1	6%	1%	-1%	4	0%	7%	4%	11	5%	1%	1%
O=C1c2ccccc2NC(c2cccc(F)c2)N1Cc1ccccc1 (stereo unspecified)	-2%	1%	.	21	31%[activator]	-20%	22%	0	169%[activator]	0%	.
Cc1cccc[n+]1CC(=O)c1ccc2c(c1)OCCO2	-15%	-1%	-6%	5	2%	2%	-1%	8	0%	3%	-2%
O=C(NCC1CCCO1)c1nn2cccnc2c1Cl (stereo unspecified)	5%	-2%	-2%	6	-12%	2%	0%	0	3%	1%	-4%
COc1ccc(OC)c(Nc2nc(-c3sc(N)nc3C)cs2)c1	12%	-15%	7%	1	?	-14%	9%	-5	-8%	2%	0%
CC(=O)Oc1ccc(C(=O)Nc2nccs2)cc1	-10%	?	-12%	12	3%	11%	0%	4	-8%	-2%	1%

A different layout for part of the listing above.
> COc1ccc(C(=O)Nc2cc(OC)cc3cccnc23)cc1
  MBNL1-CUG inh = 10%; BCR signal inh = ?; PKM2 activator = .; KCNH2 WT inh = -2; Menin-MLL TR inh = -8%; Eya2 phos inh = -9%; Mito fusion act = 3%; TSHR antag = -17; S-ASM inh = -8%; USP2a block = -7%; GALK inh = -2%
> COc1ccccc1S(=O)(=O)n1cc(Cc2ccccc2)c(N)n1
  MBNL1-CUG inh = 6%; BCR signal inh = 1%; PKM2 activator = -1%; KCNH2 WT inh = 4; Menin-MLL TR inh = 0%; Eya2 phos inh = 7%; Mito fusion act = 4%; TSHR antag = 11; S-ASM inh = 5%; USP2a block = 1%; GALK inh = 1%
> O=C1c2ccccc2NC(c2cccc(F)c2)N1Cc1ccccc1 (stereo unspecified)
  MBNL1-CUG inh = -2%; BCR signal inh = 1%; PKM2 activator = .; KCNH2 WT inh = 21; Menin-MLL TR inh = 31%[activator]; Eya2 phos inh = -20%; Mito fusion act = 22%; TSHR antag = 0; S-ASM inh = 169%[activator]; USP2a block = 0%; GALK inh = .
> Cc1cccc[n+]1CC(=O)c1ccc2c(c1)OCCO2
  MBNL1-CUG inh = -15%; BCR signal inh = -1%; PKM2 activator = -6%; KCNH2 WT inh = 5; Menin-MLL TR inh = 2%; Eya2 phos inh = 2%; Mito fusion act = -1%; TSHR antag = 8; S-ASM inh = 0%; USP2a block = 3%; GALK inh = -2%
